TAG inh: inhibitors of triacylglycerol accumulation, primary screen, cell-based, uHTS, fluorescence, H9c2; 230,000 compounds, 0.66% hits; inhibition, % at 12.5 µM; H9c2 cells, Nile Red lipid (TAG) fluorescence; cells loaded with 200 µM oleic acid;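 active means pattern-corrected inhibition of lipid staining of at least 50% with the nuclear-stain viability signal not falling by more than 50%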;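 further: 0% = DMSO wells and 100% = triacsin C control wells; some results filed as inactive read as strong as hits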
TAG inh DAPI viability: second read-out of TAG inh, no call of its own (marks repeat the call); DAPI nuclei signal change (viability), lower = more cytotoxic, %;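 whole-well DAPI fluorescence read on a plate reader as a viability signal; minus 50 percent equals half of cells still viable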
* = called active by the depositor.

Results follow in this order: TAG inh DAPI viability, TAG inh
> O=C(CN1CCN(S(=O)(=O)c2ccccc2)CC1)NC(=O)NCc1ccco1
    -2, 4
> CC1=CC(=O)C=CC1(C)C(Cl)(Cl)Cl (stereo not drawn)
    8, -6
> COc1cc(/C=N/NC(=O)c2cc(-c3cccc(OC(C)C)c3)nc3ccccc23)ccc1O
    -2, 6
> O=C(N/N=C/C(Cl)=C\c1ccccc1)c1ccco1
    -3, 7
> CCOc1ccc(NC(=O)CN(C)C(=O)c2ccccc2OCc2c(C)noc2C)cc1OCC
    2, 8
> S=c1nccc(-c2cccs2)[nH]1
    2, 0
> CC(C)(C)c1cc(CCC(=O)NCc2ccncc2)cc(C(C)(C)C)c1O
    -1, 16
> CCOc1nc2ccccc2nc1C
    -5, 0
> C=CC[C@@H](CC(=O)N[C@H](CO)Cc1ccccc1)C(=O)N[C@@H](COC(=O)[C@@H](CC=C)CC(=O)OC(C)(C)C)Cc1c[nH]c2ccccc12
    -14, 26
> NC(=O)CC(NC(=O)c1ccccc1)c1ccc(N2CCC(Cc3ccccc3)CC2)c([N+](=O)[O-])c1 (stereo not drawn)
    -6, -12
> Cc1ccc(S(=O)(=O)NCCc2nnc3ccc(SCC(=O)Nc4nc(C)cs4)nn23)cc1
    4, 1
> O=C(O)CCN(Cc1ccccc1)S(=O)(=O)c1c(Cl)cccc1Cl
    -3, -3
> CC(C)CN1CCC(=O)NC1=S
    3, 3
> Cn1c(O)c(N=Nc2ccc(F)cc2)c2ccccc21
    8, 6
> Cc1ccc(N(CCC#N)C(=O)CSc2nc3ccccc3c(=O)[nH]2)cc1
    3, 7
> Cc1cccc(C)c1NC(=O)CNC(=O)c1ccc2ccccc2n1
    9, 1
> CC(C)N(C(=O)Cn1cc(SCC(=O)N2CCCC2)c2ccccc21)C(C)C
    2, -4
> CCCCC1=CC2=CC(=O)C(C)(OC(=O)CCc3ccccc3)C(=O)C2=CO1 (stereo not drawn)
    0, -8
> CCC(=O)N(Cc1cc2cc(OC)ccc2[nH]c1=O)c1ccccc1C
    8, 4
> O=S(=O)(c1ccccc1)N1CCN=C1SCc1ccc(Cl)cc1
    0, 3
> O=S(=O)(c1ccc(=S)[nH]c1)N1CCCCC1
    0, -2
> CN1C(=O)C2(Oc3ccccc3C3CC(c4ccccc4)=NN32)c2ccccc21 (stereo not drawn)
    4, -21
> COCCN1Cc2cccc(C(=O)Nc3cccc(C)c3C)c2C1=O
    8, 0
> CCCCOc1ccc(CSc2nnc(C)n2N)cc1[N+](=O)[O-]
    10, -7
> c1ccc(-c2nc3c4ccccc4ccn3c2CN2CCCCC2)cc1
    3, 9
> CC(=O)Nc1cc(NC(=O)CCCC(=O)O)ccc1Cl
    -2, -23
> CCCC(=O)Nc1ccc(S(=O)(=O)N2CCc3ccccc32)cc1
    10, -8
> O=C(c1c(F)cccc1F)N(Cc1ccccn1)C1CC1
    -3, 5
> Oc1ccc(-c2nc3ccccc3s2)c(O)c1
    21, -7
> O=C(Nc1cccc2cccnc12)c1ccc(Br)cc1Br
    -7, 7
> CC(=O)C[C@H](O)CC(=O)[C@@H]1OC(=O)[C@@H](C)C/C=C\Cc2ccccc21
    -3, 7
> COc1ccc(C(=O)N2CCNC(=O)C2CC(=O)Nc2ccc(C)cc2)cc1 (stereo not drawn)
    -13, 7
> O=C(O)C1CCCCC1C(=O)NCCc1c[nH]c2ccccc12 (stereo not drawn)
    -8, -1
> O=C(O)C1CCCCC1C(=O)Nc1cc(C(F)(F)F)ccc1Cl (stereo not drawn)
    -10, 7
> O=C(NCc1ccccn1)c1cc2c(ccc3ccccc32)oc1=O
    4, 0
> CCOC(=O)c1c(O)c2ccccc2n(C)c1=O
    8, 0
> O=C1NC2(CCCCO2)CO1 (stereo not drawn)
    8, -15
> COC(=O)C1=C(C)NC(C)=C(C(=O)OC)C1C(=O)OCC(=O)c1ccc(Br)cc1
    5, -26
> Clc1ccc(-c2ccc(C=Nc3ccc(N4CCOCC4)cc3)o2)cc1
    6, -12
> O=C(CCN1CCOCC1)NNC(=O)Nc1cccc(Cl)c1
    3, 2
> CCOC(=O)C1(C)CCCN1C(=O)c1cccs1 (stereo not drawn)
    -6, 12
> COc1cc(C(=O)NCC(=O)OCC(=O)N2CCc3ccccc32)cc(OC)c1OC
    0, -1
> CC12CN3CC(C)(CN(C1)C3c1c[nH]c3ccccc13)C2=O (stereo not drawn)
    12, -4
> COc1cc(C(=O)NCc2cc(C)nc3ccccc23)cc(OC)c1OC
    0, -5
> CC(=O)Nc1ccc(S(=O)(=O)N2CCN=C2SCc2cccc(C)c2)cc1
    -8, 7
> NC(=O)CC(NC(=O)c1ccc(Br)cc1)c1ccc(NC2CCCCC2)c([N+](=O)[O-])c1 (stereo not drawn)
    -6, -21
> N#Cc1c(NC(=O)c2cccc(S(=O)(=O)Nc3ccc(C(=O)O)cc3)c2)sc2c1CCCC2
    16, -11
> COc1cccc(C(O)c2nc(-c3cccc(NC(C)=O)c3)cs2)c1 (stereo not drawn)
    5, -16
> CCCCNC(=O)NNC(=O)c1cc(C)on1
    7, 8
> COc1ccc2c(CC(=O)OCC(=O)Nc3ccc(C)cc3)coc2c1
    -7, -2
> O=C(O)/C=C/C(=O)Nc1ccc(Cl)cc1C(=O)c1ccccc1
    2, -1
> CC(=O)Nc1ccc(S(=O)(=O)NCCC(=O)Nc2cc(C)ccn2)cc1
    34, 1
> O=[N+]([O-])c1ccccc1OCCCn1cnc2ccccc21
    -6, 0
> O=C(CCc1ccccc1)NNC(=O)Cc1ccc(Cl)cc1
    -4, 6
> C=CCOc1cccc(/C=N/NC(=O)C(=O)NCc2ccco2)c1
    -3, 0
> C/C(=N\OC(=O)NC(C)C)c1sc(-c2ccc(Cl)cc2)nc1C
    -7, -10
> O=C(CCCl)Nc1ccc(S(=O)(=O)NCc2ccco2)cc1
    3, 1
> CSc1ccc(/C=N\NC(=O)CC(=O)NC(C)C)cc1
    -1, -9
> O=C(O)Cc1ccc(NC(=O)c2ccc(NC(=O)C3CC3)cc2)cc1
    3, 3
> COc1ccc(C(C)=O)cc1COC(=O)c1ccc(S(=O)(=O)N(C)C)cc1
    1, -8

Reprinted from the part before: 2 compounds, then new ones.
Results follow in this order: TAG inh DAPI viability, TAG inh
> O=C(O)Cc1ccc(NC(=O)c2ccc(NC(=O)C3CC3)cc2)cc1
    3, 3
> COc1ccc(C(C)=O)cc1COC(=O)c1ccc(S(=O)(=O)N(C)C)cc1
    1, -8
> CCOC(=O)c1cc(-c2ccccc2C)n(CC2CC(c3ccc(OC)cc3)=NO2)n1 (stereo not drawn)
    1, -44
> COC(=O)c1ccc(OCCOc2ccccc2)cc1
    4, -12
> CCOC(=O)c1[nH]c2ccccc2c1NC(=O)c1ccc(S(=O)(=O)N2CCCC2)cc1
    -10, 15
> CC(C)CN1CCC(CN(C)Cc2nc(-c3cnccn3)no2)CC1
    9, -3
> CCOc1ccc(NC(=O)COC(=O)C2CCC(=O)N2)c([N+](=O)[O-])c1 (stereo not drawn)
    6, 4
> Cn1c(=O)c2c(n(Cc3ccccc3)c1=O)NC(=O)C2CC(=O)NCc1cccc(Cl)c1 (stereo not drawn)
    7, -37
> Cc1cccc(N(C)C(=O)c2cnn(-c3ccccc3)c2C)c1
    1, -11
> COc1ccc(S(=O)(=O)N2CCCC(C(=O)N3CCN(C)CC3)C2)cc1C (stereo not drawn)
    3, -5
> O=C(CCCn1c(=S)[nH]c2ccsc2c1=O)Nc1ccc2c(c1)OCO2
    -1, -19
> COc1cccc(NC(=O)COC(=O)CCSc2ccccc2)c1
    5, 6
> Cc1nnc(SCC(=O)Nc2ccc(Oc3ccccc3)cc2)n1N
    -5, 18
> Cc1ccccc1C(=O)OCCCN=C1NS(=O)(=O)c2ccccc21
    1, -4
> CCO[C@@H]1OC(C(=O)O)=C[C@H](c2ccc3c(c2)OCO3)[C@H]1CCCO
    -1, 3
> Cc1cc(C)c(C#N)c(Nc2cccc(C)c2C)n1
    8, -3
> CCCCNC(=O)CSc1nc2cc(OC)c(OC)cc2c(=O)n1Cc1ccc(OC)cc1
    2, -8
> CC(C)CN1C(=O)C(=O)N(CC(=O)N2c3ccccc3NC(=O)CC2C)C1=O (stereo not drawn)
    8, -3
> O=C(Nc1ccc2c(c1)OCCO2)c1ccc(Cl)c(Cl)c1
    -2, -5
> COc1ccc(-c2oc(NC(=O)c3ccc(C)cc3)c(C#N)c2-c2ccc(OC)cc2)cc1
    -5, 30
> COc1ccc(NS(=O)(=O)c2cccc(C(=O)O)c2)cc1S(=O)(=O)N1CCOCC1
    2, -2
> COc1ccc(C2c3c(ncn(CCCO)c3=N)Oc3ccc4ccccc4c32)cc1OC (stereo not drawn)
    3, 18
> O=C(Cc1cccs1)NNC(=S)NCc1ccc(Cl)cc1
    2, -6
> Cc1ccc(C(=O)N2CCN(S(=O)(=O)N3CCOCC3)CC2)cc1
    -12, 8
> CCN(CC)C(=O)CN(c1cccc([N+](=O)[O-])c1)S(=O)(=O)c1ccccc1
    -11, 5
> CCc1nc(SCC(=O)N2CCc3cc(OC)c(OC)cc3C2)c(C#N)cc1C
    3, -10
> CCCCn1c(N)c(N(CCOC)C(=O)CSc2nnc(C)n2-c2ccc(OC)cc2)c(=O)[nH]c1=O
    -7, 14
> CC(=O)c1ccc(NC(=O)Cn2c3ccccc3c3nc(=O)cc(C)n32)cc1
    8, -6
> CCOC(=O)c1ccccc1NC(=O)c1ccc2nccnc2c1
    1, 0
> C(=N\N=C\c1ccncc1)/c1ccncc1
    1, 14
> COc1ccc(C(=O)NNC(=O)CNC(=O)C2CCCCC2)cc1
    14, -1
> COc1ccc(C(=O)N2CCN(CCc3ccccc3)CC2)cc1[N+](=O)[O-]
    -2, -23

Single records, as listed above. Order of values: TAG inh DAPI viability	TAG inh
O=C(O)C1CCCCC1C(=O)NCCc1c[nH]c2ccccc12 (stereo not drawn) reads -8	-1
COC(=O)c1ccc(OCCOc2ccccc2)cc1 reads 4	-12
CCOC(=O)C1(C)CCCN1C(=O)c1cccs1 (stereo not drawn) reads -6	12
Cc1cc(C)c(C#N)c(Nc2cccc(C)c2C)n1 reads 8	-3
O=S(=O)(c1ccccc1)N1CCN=C1SCc1ccc(Cl)cc1 reads 0	3

(continued)
Results follow in this order: TAG inh DAPI viability, TAG inh
> O=C(CCSc1ccc(Cl)cc1)NN=C1CCCCCC1
    -1, 0
> O=C(Nc1cccc(NC(=O)c2cccnc2Cl)c1)c1ccco1
    -10, 16
> CCCCCc1ccc(-c2cn(Cc3ccc([N+](=O)[O-])cc3)nn2)cc1
    -5, -43
> COC(=O)c1cc(=O)n(Cc2ccc3c(c2)OCO3)c(=Nc2ccccc2)s1
    -1, -2
> O=C(C[C@@H]1C/C=C\C[C@H](Cc2ccc(F)cc2)C(=O)OCCNC1=O)NCCO
    3, 8
> COc1cc(/C=C/c2nc(N)nc(-c3ccccc3O)n2)cc(OC)c1OC
    14, 36
> Cc1ccc(CC2(C)C(=O)Nc3ccc(OC(F)(F)F)cc32)cc1 (stereo not drawn)
    2, 2
> CS(=O)(=O)N1CCN(C(=O)c2cc(-c3cccnc3)nc3ccc(Br)cc23)CC1
    -13, 0
> Cn1nc(C(=O)N2CCOCC2)c2ccccc2c1=O
    17, 2
> Cc1ccc2oc(=O)c3cc(C(=O)N4CCN(C)CC4)sc3c2c1
    -1, 4
> Cc1ccc2cccc(OCCCOc3ccccc3CO)c2n1
    8, -24
> CCc1ccc(NC(=O)C(C)Oc2nnc(-c3cccs3)c(-c3cccs3)n2)cc1 (stereo not drawn)
    6, 7
> CCOc1ccc(OCCCC(=O)N2CCN(S(=O)(=O)c3ccc(Cl)cc3)CC2)cc1
    1, -8
> O=c1oc(-c2ccccc2[N+](=O)[O-])nc2ccccc12
    4, 8
> Cn1c(=O)c2c(ncn2CCC(=O)N/N=C/c2ccncc2)n(C)c1=O
    13, -6
> COCCN(C(=O)C1CCC1)c1nnc(-c2cccnc2)s1
    4, 3
> COc1cc(OC)c(C(=O)OCC(=O)Nc2ccc(N3CCOCC3)cc2)cc1OC
    1, 10
> CCOC(=O)c1cnc(-c2ccccc2)nc1C(F)(F)F
    7, 2
> COc1ccccc1/C=C/C(=O)N1CCc2cc(OC)c(OC)cc2C1C (stereo not drawn)
    6, -11
> COC(=O)COc1cccc2c(=O)n(CC(=O)NCCc3ccc(OC)c(OC)c3)ccc12
    -4, -8
> CCc1ccc(CN2CCC(n3nccc3NC(=O)c3ccc4c(c3)OCO4)CC2)cc1
    -3, 7
> COc1cc(OC)cc(-c2cc3nc(C)c(CCC(=O)NCc4ccccc4)c(C)n3n2)c1
    6, 8
> O=C(O)CCn1cc(/C=C/C(=O)c2ccc(Cl)cc2)c(-c2cccc(Br)c2)n1
    1, -9
> CC(C)C[C@H](NC(=O)c1nc[nH]c1C(=O)N1CCc2ccccc2C1)C(=O)OC(C)(C)C
    -9, 7
> COc1ccc(CCNC(=O)C(=O)NCC2CCCN2S(=O)(=O)c2cc(C)ccc2C)cc1 (stereo not drawn)
    -9, -7
> Cc1ccccc1C(C)NC(=O)COC(=O)Cn1cc(C(F)(F)F)ccc1=O (stereo not drawn)
    6, 0

Screening results (PubChem)

Only part of the results is shown. The share of hits here may be higher or lower than overall.
